Tat transport: inhibitors of E. coli Tat protein transport. 0.036% of 340,000 active. inhibition, % at 10 µM. E. coli MC4100 TorA-mCherry Tat export, fluorescence. AID 488895;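 active means mean replicate inhibition at least 50% and at least half of replicates individually reaching 50%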;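 further: exported cargo escapes ClpAP degradation while cytoplasmic cargo is degraded and loses fluorescence; 0% = median of neutral control wells and 100% = median of NaSCN control wells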
AddAB inh: less growth of phage-infected E. coli with AddAB. inhibition, % at 11.9 µM. AID 435030. E. coli expressing H. pylori AddAB, absorbance growth. 0.29% of 330,000 active; in the data active means inhibition above about 12%;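 further: 0% = vehicle wells of infected cells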
PfHsp90 yeast 2: growth inhibition of yeast expressing Plasmodium Hsp90. inhibition, % at 9.4 µM. S. cerevisiae expressing PfHsp90, BacTiter-Glo ATP, 48 h; yeast lacking PDR1 and PDR3 efflux regulators. 0.32% of 310,000 active;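 active means every replicate shows inhibition above about 80%, whatever the replicate mean, limit read from the data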;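 further: 0% = DMSO neutral controls and 100% = 20 µM radicicol positive controls; yeast relying on Plasmodium falciparum Hsp90 in place of its own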
DAGLB inh: diacylglycerol lipase beta (human) inhibition | HEK293T DAGLB membrane lysate, EnzChek fluorogenic substrate | inhibition, % at 5.17 µM | 0.059% of 340,000 active | AID 504411; in the data active means inhibition above about 34%;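 further: 0% = enzyme with vehicle and 100% = wells lacking enzyme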
Target sequence (Q8NCG7 whole entry, looked up): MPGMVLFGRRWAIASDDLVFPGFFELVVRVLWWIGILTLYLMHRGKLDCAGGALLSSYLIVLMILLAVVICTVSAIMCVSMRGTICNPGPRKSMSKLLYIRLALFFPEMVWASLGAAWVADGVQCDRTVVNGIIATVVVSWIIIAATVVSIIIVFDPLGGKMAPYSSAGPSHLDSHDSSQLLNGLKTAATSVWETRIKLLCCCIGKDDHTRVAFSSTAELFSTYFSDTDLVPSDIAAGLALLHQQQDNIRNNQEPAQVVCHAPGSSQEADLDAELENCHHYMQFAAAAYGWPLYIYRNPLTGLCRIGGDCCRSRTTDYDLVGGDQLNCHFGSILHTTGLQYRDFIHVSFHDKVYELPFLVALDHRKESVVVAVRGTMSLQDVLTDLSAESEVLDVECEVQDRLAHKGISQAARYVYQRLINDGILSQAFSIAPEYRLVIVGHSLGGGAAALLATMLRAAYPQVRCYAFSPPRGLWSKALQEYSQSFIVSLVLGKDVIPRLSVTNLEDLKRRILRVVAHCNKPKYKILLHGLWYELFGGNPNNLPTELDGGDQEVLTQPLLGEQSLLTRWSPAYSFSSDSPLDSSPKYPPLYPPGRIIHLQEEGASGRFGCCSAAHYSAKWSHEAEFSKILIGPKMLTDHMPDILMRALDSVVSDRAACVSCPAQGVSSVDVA
CAL PDZ inh: human CAL PDZ-peptide interaction inhibition; Q9HD26; purified CAL PDZ, TMR-peptide fluorescence polarization, 1 h; inhibition, % at 20 µM; 0.02% of 330,000 active; AID 504414;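 active means highest replicate inhibition of at least 40%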;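 further: plate controls were DMSO neutral control wells for no effect and unlabeled competitor peptide control wells for full effect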
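Read-out basis: mP drop reported as inhibition | Assay system: Tagged CAL PDZ protein CerCALP, purified | Benchmarks: Unlabelled peptide for full inhibition, DMSO wells as neutral | Schedule: 1 h incubation at room temperature before polarization reading | Buffer or medium: Sodium phosphate/NaCl buffer pH 7.4 with TCEP, IgG, Thesit | Doses: Single point, 20 µM | Measured by: Fluorescence polarization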
phage Ecoli inh: E. coli growth loss with phage present | inhibition, % at 11.9 µM | growth absorbance | 0.26% of 360,000 active; in the data active means inhibition above about 11%
Rtt109 HAT inh: inhibitors of Candida albicans Rtt109/Vps75 histone acetyltransferase | purified Rtt109/Vps75, ThioGlo CoA-SH fluorescence, 4 h | inhibition, % at 34.9 µM | 0.16% of 330,000 active | AID 540336;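 active means inhibition of at least 50% in every replicate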
Target sequence (Q5AAJ8 whole entry, looked up): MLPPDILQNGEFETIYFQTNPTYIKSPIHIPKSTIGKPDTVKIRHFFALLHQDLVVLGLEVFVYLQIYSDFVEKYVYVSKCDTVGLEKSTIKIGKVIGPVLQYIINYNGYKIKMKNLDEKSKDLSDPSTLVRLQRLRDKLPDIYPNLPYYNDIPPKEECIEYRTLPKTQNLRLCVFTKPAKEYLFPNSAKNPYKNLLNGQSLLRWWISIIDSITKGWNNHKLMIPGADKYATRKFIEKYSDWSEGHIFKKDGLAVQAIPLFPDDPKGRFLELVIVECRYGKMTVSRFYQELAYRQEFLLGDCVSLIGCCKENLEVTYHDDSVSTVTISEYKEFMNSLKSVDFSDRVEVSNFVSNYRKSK
Ecoli viability: bacterial growth inhibition, counter-screen for AddAB inhibitors. E. coli V3065 growth, OD600 absorbance, 18 h. inhibition, % at 11.9 µM. 0.27% of 330,000 active;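 active means inhibition above the campaign's mean inhibition across all tested compounds plus 3 SD, cut at about 9.9% in these data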;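 further: uninfected addAB+ strain grown without phage in ampicillin broth; 0% = DMSO wells and 100% = ciprofloxacin 0.95 µg/ml wells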
Wnt act: Wnt/beta-catenin pathway activation. 1.2% of 300,000 active. activation, % at 9.35 µM. Wnt/beta-catenin reporter cell assay, activator, plate reader; in the data active means activation above about 30%, passing the limit was not always enough;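 further: 0% = neutral control wells and 100% = positive control wells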
PvdQ acylase: P. aeruginosa PvdQ acylase inhibition; 0.063% of 340,000 active; AID 488965; purified PvdQ acylase, fluorescence plate reader; inhibition, % at 10 µM; in the data active means inhibition above about 30%, passing the limit was not always enough;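 further: 0% = vehicle neutral wells and 100% = reference inhibitor wells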
The depositor's hits bear a star; x = not tested or not shown; & = joins results of further samples.

SMILES	Tat transport	AddAB inh	PfHsp90 yeast 2	DAGLB inh	CAL PDZ inh	phage Ecoli inh	Rtt109 HAT inh	Ecoli viability	Wnt act	PvdQ acylase
CC(Oc1ccccc1)C(=O)Nc1c2c(nn1-c1ccccc1)CS(=O)C2 (stereo unspecified)	2	-0.2	-7	-3	-1.4	-0.1	-1	1.8	8	5
O=c1[nH][nH]cc1C=Nc1ccc(Cl)cc1Cl	-21	4.0	1	-1	-0.6	2.6	x	-2.6	-1	-14
COc1cc(Cl)cc(C2NC(=O)NC(C)=C2C(=O)NCc2ccccc2)c1O (stereo unspecified)	6	3.0	9	0	-1.0	0.0	-2	0.7	x	-10
Cc1nc(-c2ccc(S(=O)(=O)N3CCN(CCc4ccccc4)CC3)s2)cs1	x	2.1	x	x	x	1.6	x	-0.4	-3	x
Nc1cc(S(=O)(=O)N2CCOCC2)ccc1N1CCCCC1	-6	-0.6	0	1	-2.9	1.6	-11	1.5	2	-7
O=C(CCCc1c[nH]c2ccccc12)NCC1COc2ccccc2O1 (stereo unspecified)	3	-1.4	-82	0	0.2	1.9	-15	-0.3	0	5
COCCN(C(=O)COC(=O)CCC(=O)c1ccc(Cl)cc1)c1c(N)n(Cc2ccccc2)c(=O)[nH]c1=O	-2	1.4	8	2	-2.6	1.3	6	1.8	-1	-10
CCN(CC(O)CON=C1c2ccccc2-c2ccccc21)S(=O)(=O)c1ccc(Cl)cc1 (stereo unspecified)	1	-0.7	-22	-6	-0.9	2.7	-5	-1.3	x	-17
CCN1CCN(C(=O)CCc2ccc(S(=O)(=O)NCCc3ccccc3)cc2)CC1	0	1.9	18	0	x	1.5	0	-3.4	-1	6
O=S(=O)(c1ccccc1)N1CCN(S(=O)(=O)c2ccccc2)C1	2	2.9	-3	-3	x	1.5	2	0.4	x	0
CCOC(=O)c1ccc(S(=O)(=O)N2CCC(N3CCCCC3)CC2)cc1	-3	2.4	3	0	-0.2	1.4	-2	-3.5	-2	-9
COC(=O)/C(=N\Nc1ccccc1)Sc1nnc(-c2ccc(OC)cc2)n1C	-1	-0.8	-5	-3	-1.0	2.8	-7	-2.0	3	21
COc1ccc(NC(=O)N2CCCc3ccccc32)c(OC)c1	3	x	9	-3	-2.2	0.5	15	x	-3	8
COc1ccc(C2=CC(=O)C[C@H](c3ccc(F)cc3)C2)c(F)c1F	3	2.5	7	-8	-0.8	0.9	2	-0.8	-3	0
NNc1nc(C(F)(F)F)nc2ccccc12	-1	2.3	-37	0	-1.2	-1.4	5	1.5	-1	-8
CC(=O)/C(C(=N)N1CCN(c2cccc(Cl)c2)CC1)=C(\C)O	7	1.4	8	2	-1.6	1.3	x	-1.1	-2	-20
Cc1cc(C(=O)N2CCc3c([nH]c4ccccc34)C2c2c(F)cccc2Cl)no1 (stereo unspecified)	-7	0.5	-2	-1	-0.9	4.4	2	-1.2	0	5
COC(=O)c1cc(Br)ccc1NC(=O)Nc1ccc(C)cc1	6	4.6	-19	-1	-2.1	4.4	-4	0.6	2	-24
CN(C)S(=O)(=O)n1cnc2ccccc21	-14	0.3	-15	1	0.0	1.7	-2	-2.2	3	-9
O=C(COc1ccc(Br)cc1)NCc1cn2ccccc2n1	-2	0.9	-14	0	0.1	4.4	9	1.1	-2	-12

Shown with values under each structure: part of the list above
Every second line gives: Tat transport | AddAB inh | PfHsp90 yeast 2 | DAGLB inh | CAL PDZ inh | phage Ecoli inh | Rtt109 HAT inh | Ecoli viability | Wnt act | PvdQ acylase
Cc1nc(-c2ccc(S(=O)(=O)N3CCN(CCc4ccccc4)CC3)s2)cs1
  x | 2.1 | x | x | x | 1.6 | x | -0.4 | -3 | x
Nc1cc(S(=O)(=O)N2CCOCC2)ccc1N1CCCCC1
  -6 | -0.6 | 0 | 1 | -2.9 | 1.6 | -11 | 1.5 | 2 | -7
O=C(CCCc1c[nH]c2ccccc12)NCC1COc2ccccc2O1 (stereo unspecified)
  3 | -1.4 | -82 | 0 | 0.2 | 1.9 | -15 | -0.3 | 0 | 5
COCCN(C(=O)COC(=O)CCC(=O)c1ccc(Cl)cc1)c1c(N)n(Cc2ccccc2)c(=O)[nH]c1=O
  -2 | 1.4 | 8 | 2 | -2.6 | 1.3 | 6 | 1.8 | -1 | -10
CCN(CC(O)CON=C1c2ccccc2-c2ccccc21)S(=O)(=O)c1ccc(Cl)cc1 (stereo unspecified)
  1 | -0.7 | -22 | -6 | -0.9 | 2.7 | -5 | -1.3 | x | -17
CCN1CCN(C(=O)CCc2ccc(S(=O)(=O)NCCc3ccccc3)cc2)CC1
  0 | 1.9 | 18 | 0 | x | 1.5 | 0 | -3.4 | -1 | 6
O=S(=O)(c1ccccc1)N1CCN(S(=O)(=O)c2ccccc2)C1
  2 | 2.9 | -3 | -3 | x | 1.5 | 2 | 0.4 | x | 0
CCOC(=O)c1ccc(S(=O)(=O)N2CCC(N3CCCCC3)CC2)cc1
  -3 | 2.4 | 3 | 0 | -0.2 | 1.4 | -2 | -3.5 | -2 | -9
COC(=O)/C(=N\Nc1ccccc1)Sc1nnc(-c2ccc(OC)cc2)n1C
  -1 | -0.8 | -5 | -3 | -1.0 | 2.8 | -7 | -2.0 | 3 | 21
COc1ccc(NC(=O)N2CCCc3ccccc32)c(OC)c1
  3 | x | 9 | -3 | -2.2 | 0.5 | 15 | x | -3 | 8
COc1ccc(C2=CC(=O)C[C@H](c3ccc(F)cc3)C2)c(F)c1F
  3 | 2.5 | 7 | -8 | -0.8 | 0.9 | 2 | -0.8 | -3 | 0
NNc1nc(C(F)(F)F)nc2ccccc12
  -1 | 2.3 | -37 | 0 | -1.2 | -1.4 | 5 | 1.5 | -1 | -8
CC(=O)/C(C(=N)N1CCN(c2cccc(Cl)c2)CC1)=C(\C)O
  7 | 1.4 | 8 | 2 | -1.6 | 1.3 | x | -1.1 | -2 | -20
Cc1cc(C(=O)N2CCc3c([nH]c4ccccc34)C2c2c(F)cccc2Cl)no1 (stereo unspecified)
  -7 | 0.5 | -2 | -1 | -0.9 | 4.4 | 2 | -1.2 | 0 | 5
COC(=O)c1cc(Br)ccc1NC(=O)Nc1ccc(C)cc1
  6 | 4.6 | -19 | -1 | -2.1 | 4.4 | -4 | 0.6 | 2 | -24
CN(C)S(=O)(=O)n1cnc2ccccc21
  -14 | 0.3 | -15 | 1 | 0.0 | 1.7 | -2 | -2.2 | 3 | -9
O=C(COc1ccc(Br)cc1)NCc1cn2ccccc2n1
  -2 | 0.9 | -14 | 0 | 0.1 | 4.4 | 9 | 1.1 | -2 | -12

(continued)
SMILES	Tat transport	AddAB inh	PfHsp90 yeast 2	DAGLB inh	CAL PDZ inh	phage Ecoli inh	Rtt109 HAT inh	Ecoli viability	Wnt act	PvdQ acylase
COc1ccc(NC(=O)COc2cccc3c2CCNC3=O)cc1	-7	x	-4	0	-2.0	3.0	0	x	1	-9
O=C(COC(=O)CNS(=O)(=O)/C=C/c1ccccc1)Nc1cccc2ccccc12	1	1.3	-13	1	-2.1	3.7	-14	-2.4	12	-6
COc1ccc(C2C(C(=O)c3ccco3)=C(O)C(=O)N2CC2CCCO2)cc1 (stereo unspecified)	0	2.5	x	-1	-1.5	1.6	13	-0.4	-3	-3
NNC(=O)CCCCCCCCCCOCCCCO	5	-1.5	-2	-2	-0.5	-1.2	-3	0.0	1	-5
CCOC(=O)c1nnsc1NC(=O)Nc1ccc(OC)cc1	-4	1.7	-6	-1	-0.8	1.3	-9	2.9	3	-5
COc1cc(C)nc(N2CCCC(C(=O)Nc3cccc(Cl)c3C)C2)n1 (stereo unspecified)	4	4.3	9	-3	x	0.8	1	1.4	-4&0	-15
CC(=O)Nc1c([N+](=O)[O-])cc(C)c(Cl)c1[N+](=O)[O-]	-5	-0.8	-17	-2	-1.7	3.2	21	0.4	-3	2
COc1ccc(NC(=O)CN(c2cc(C)cc(C)c2)S(=O)(=O)c2c(C)noc2C)cc1OC	7	5.4	9	-4	-0.5	2.7	-4	0.9	-4	-16
COc1ccc(NC(=O)CSc2nc(C)cc(C)n2)cc1	-8	-0.9	13	0	0.8	7.6	-7	0.6	x	-7
CC(NC(=S)Nc1ccccc1Cl)C(c1ccccc1)N1CCOCC1 (stereo unspecified)	3	1.5	-1	-1	0.3	4.3	9	0.3	-2	6
O=C1C2C(C(=O)N1CCc1ccccc1)C1C=CC2C12CC2 (stereo unspecified)	-4	2.2	x	-2	-2.0	0.9	-7	0.7	1	2
CCN(C(=O)COC(=O)CCC(=O)c1ccc(C)cc1)c1c(N)n(Cc2ccccc2)c(=O)[nH]c1=O	9	x	x	3	-0.8	1.9	5	x	-3	-4
COc1nc(-c2ccc(Cl)cc2)ccc1-c1noc(-c2ccco2)n1	0	1.4	-49	-3	0.2	3.8	-8	1.9	1	-8
O=C(NC1CCCCC1)C(c1ccc(O)cc1)N(C(=O)c1cnccn1)c1cccc(F)c1 (stereo unspecified)	-16	1.4	-10	2	-0.1	2.4	5	-0.6	0	-14
Cc1cc(C(=O)CN2C(=O)NC3(CCCCC3)C2=O)c(C)n1Cc1ccco1	-5	3.0	8	2	-3.8	-0.4	9	0.2	73*	5
COc1ccc(NC(=O)COC(=O)CCc2ccc(S(=O)(=O)N3CCOCC3)cc2)c(OC)c1	6	0.5	-10	1	1.0	2.5	1	-0.3	0	-9
Cc1ccc(S(=O)(=O)NC(=O)COc2ccc(Cl)cc2Cl)cc1	1	2.4	4	4	-2.8	2.9	11	-4.0	7	4
O=C(COc1ccc(Cl)cc1)NNC(=S)NCc1ccccc1	1	3.7	-16	3	-4.3	1.4	0	-5.1	4	-15
COc1ccc(N=NC2=C(O)CC(C)(C)CC2=O)cc1	3	2.1	24	-1	-2.5	0.5	-6	-2.0	26	14
O=c1cc(N2CCc3ccccc3C2)[nH]c(=O)n1Cc1ccc(F)cc1	6	2.1	-12	0	0.9	3.5	-7	-0.6	1	-7
CC1(c2ccc(OC(F)F)cc2)NC(=O)N(CC(=O)N2c3ccccc3NC(=O)C2(C)C)C1=O (stereo unspecified)	2	2.7	7	5	-1.7	2.9	8	-0.3	-2	-2
CCCN(CC(=O)Nc1ccccc1C)C(=O)c1cccc(S(=O)(=O)N2CCN(c3ccccc3)CC2)c1	-3	3.1	x	2	-2.2	0.5	5	-0.7	-2	-2
CC(C)CC(=O)OCc1cn(-c2ccccc2)nn1	-7	-0.2	x	-1	0.9	1.2	-8	-2.1	x	-12
CSc1nc(N)c2c3c(sc2n1)COC(C(C)C)C3 (stereo unspecified)	0	1.1	23	-3	-1.1	3.8	-5	-1.1	x	-10
N/C(=N\OC(=O)/C=C/c1ccccc1)c1ccccc1	-2	2.5	-18	-5	-0.2	2.3	9	-2.1	x	-14
Nc1cc([N+](=O)[O-])ccc1Nc1ccc(O)cc1	-8	0.5	18	11	-1.3	2.5	7	1.0	4	2
